FBW7 activator – human FBW7 E3 ligase activation, primary screen; 650,000 tested, 0.13% active; AlphaScreen FBW7–phospho-cyclin E peptide binding, activator screen; normalized activity (activation), % at 26.1 µM; AID 1259310; Q969H0; in the data active = normalized activity above about 1.9%;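 note: purified mutant Fbw7 with reduced substrate affinity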
TEAD-YAP inh – TEAD-YAP interaction inhibition; inhibition, % at 9.12 µM; 640,000 tested, 1.4% active; HEK-TIYL cells, TEAD-Gal4/YAP UAS-luciferase luminescence; in the data active = inhibition above about 32%;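 note: 0% = median of test compound wells and 100% = reference inhibitor wells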
GPR151 ag – activates the human receptor GPR151. 650,000 tested, 1% active. AID 1508602. PathHunter beta-arrestin GPR151 cells, luminescence. activation, % at 11.2 µM; in the data active = activation above about 4.9%;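 note: 0% = median of compound wells and 100% = cells with positive control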
Target sequence (Q8TDV0 whole entry, looked up): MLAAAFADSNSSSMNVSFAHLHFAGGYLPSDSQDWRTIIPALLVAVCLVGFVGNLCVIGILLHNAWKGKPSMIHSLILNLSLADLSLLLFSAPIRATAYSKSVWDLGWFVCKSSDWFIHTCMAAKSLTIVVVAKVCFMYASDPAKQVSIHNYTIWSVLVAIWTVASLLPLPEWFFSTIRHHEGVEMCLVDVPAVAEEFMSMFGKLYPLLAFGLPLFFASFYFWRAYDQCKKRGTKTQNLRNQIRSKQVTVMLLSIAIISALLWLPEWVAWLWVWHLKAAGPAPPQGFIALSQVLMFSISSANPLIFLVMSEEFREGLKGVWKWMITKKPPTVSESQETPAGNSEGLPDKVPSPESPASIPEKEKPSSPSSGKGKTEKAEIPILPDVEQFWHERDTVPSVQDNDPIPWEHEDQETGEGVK
MITF primary – inhibitors of human MITF. O75030. 650,000 tested, 0.91% active. inhibition, % at 2.6 µM. AlphaScreen MITF homodimerization, bead proximity signal; in the data active = inhibition above about 50%;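 note: 0% = vehicle wells with protein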
Target sequence (O75030 whole entry, looked up): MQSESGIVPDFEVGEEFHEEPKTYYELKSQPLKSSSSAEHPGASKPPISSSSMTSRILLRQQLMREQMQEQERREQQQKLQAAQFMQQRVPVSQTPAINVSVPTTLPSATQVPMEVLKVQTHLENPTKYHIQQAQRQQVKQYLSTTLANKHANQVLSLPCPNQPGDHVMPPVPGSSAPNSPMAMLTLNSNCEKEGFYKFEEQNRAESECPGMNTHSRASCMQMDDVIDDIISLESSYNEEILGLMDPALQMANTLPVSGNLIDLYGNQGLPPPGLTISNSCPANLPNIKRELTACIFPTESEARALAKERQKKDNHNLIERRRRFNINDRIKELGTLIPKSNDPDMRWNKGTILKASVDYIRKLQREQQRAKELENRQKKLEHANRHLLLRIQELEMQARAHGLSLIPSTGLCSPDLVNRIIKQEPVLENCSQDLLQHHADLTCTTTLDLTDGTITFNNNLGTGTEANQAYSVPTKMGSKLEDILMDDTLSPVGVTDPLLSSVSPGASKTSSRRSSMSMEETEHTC
An asterisk follows results filed as active.

Start of the listing, in advance, five compounds:
SMILES	FBW7 activator	TEAD-YAP inh	GPR151 ag	MITF primary
CC(C)Nc1c([N+](=O)[O-])c(=O)n(-c2ccccc2)c2ccccc12	-0.1	-8.8	1.0	3.4
O=C(CSc1ncccn1)Nc1cc(Cl)cc(Cl)c1	0.1	-21.6	0.5	10.0
COC(=O)CSc1nnc(CNS(C)(=O)=O)n1-c1ccc(F)cc1	0.1	-3.7	-0.2	19.8
CCN(CC)C(=S)Nc1ccc(OC)cc1	0.1	4.5	0.6	11.2
COc1ccccc1C(=O)N=c1sc2cc(Cl)ccc2n1C	0.1	-28.4	-0.4	17.2

Main list, repeating the preview:
SMILES	FBW7 activator	TEAD-YAP inh	GPR151 ag	MITF primary
CC(C)Nc1c([N+](=O)[O-])c(=O)n(-c2ccccc2)c2ccccc12	-0.1	-8.8	1.0	3.4
O=C(CSc1ncccn1)Nc1cc(Cl)cc(Cl)c1	0.1	-21.6	0.5	10.0
COC(=O)CSc1nnc(CNS(C)(=O)=O)n1-c1ccc(F)cc1	0.1	-3.7	-0.2	19.8
CCN(CC)C(=S)Nc1ccc(OC)cc1	0.1	4.5	0.6	11.2
COc1ccccc1C(=O)N=c1sc2cc(Cl)ccc2n1C	0.1	-28.4	-0.4	17.2
Cc1ccc(-c2csc3c(=O)n(CC(=O)Nc4ccc(F)cc4F)cnc23)cc1	-0.2	2.2	0.1	10.2
CC(C)c1ccc(NC(=O)N2CCC(N)CC2)cc1	-0.1	-24.1	0.8	3.4
O=C1CC(c2c[nH]c3ccccc23)C(=O)N1c1ccc2ccccc2c1 (centres undefined)	-0.3	5.2	-0.1	19.9
O=C1c2ccccc2C(=O)N1Cc1nc2c(Br)cc(Br)cc2c(=O)o1	0.0	3.1	0.1	1.6
Cc1ccc(NC(=O)CN2CCN(CCN=Cc3c(O)[nH]c(=O)[nH]c3=O)CC2)cc1	0.1	8.7	1.8	0.1
Cc1ccc(OCC(=O)N/N=C/c2cc(O)ccc2[N+](=O)[O-])cc1	0.7	10.2	2.6	-8.2
CC(NC(=O)c1cc([N+](=O)[O-])ccc1N1CCOCC1)C12CC3CC(CC(C3)C1)C2 (centres undefined)	0.1	-3.8	0.9	14.8
Cc1ccccc1Nc1ncccc1C(=O)NCc1ccccc1	0.0	1.6	-0.6	1.0
CCOc1ccc(-c2nnc3ccc(SC(C(C)=O)C(=O)N(C)C)nn23)cc1 (centres undefined)	0.7	-4.3	-0.3	3.4
O=C(CSc1nnc(NCc2ccccc2)s1)NC1CCCCC1	0.1	2.8	0.3	2.8
COc1ccccc1/C=C(\NC(=O)c1ccc(OC)c(OC)c1)C(=O)Nc1ccccc1Br	0.1	4.8	1.3	6.5
COc1cc(C(=O)NNC(=O)C2=NNC(=O)CC2)cc(OC)c1OC	0.4	0.6	-0.1	6.2
CCCCC(CC)CN=C1NS(=O)(=O)c2ccccc21 (centres undefined)	0.5	0.0	1.5	23.4
Cc1ccc(CCNC(=O)CCn2nc(-c3ccccc3)ccc2=O)cc1	-0.1	-3.1	-0.5	-2.9
C=CCn1c(=O)/c(=C/c2ccccn2)s/c1=C(\C#N)c1nc2ccccc2n1C	-0.3	-7.0	-0.7	5.7
O=[N+]([O-])c1ccc(-c2nc3c4ccccc4nc(SCc4cccc(Cl)c4)n3n2)cc1	-0.1	-2.5	-0.6	-1.3
CCCC(=O)Oc1ccc(N(C)C2=NS(=O)(=O)c3ccccc32)cc1	0.0	-5.7	0.4	2.4
CC(C)(C)OC(=O)N1C2C=CC(C2)C1C(=O)c1ccccc1 (centres undefined)	0.0	4.6	-0.9	-4.5
COCc1ccc(C(=O)NCc2nnc3n2CCN(Cc2ccc(O)cc2OC)CC3)o1	-0.1	-2.0	1.0	-15.4
COc1cccc2cc(C(=O)N3CCN(CCO)CC3)c(=O)oc12	-0.1	4.2	-0.1	0.2

Following part
SMILES	FBW7 activator	TEAD-YAP inh	GPR151 ag	MITF primary
Cc1ccc(N=Cc2cccc(O)c2)cc1F	0.7	5.9	-0.2	13.6
S=C(Nc1ccc(Cl)c(Cl)c1)N1CCc2ccccc2C1	0.1	6.9	-0.4	0.8
COc1ccc(CN2CCSCC2)cc1C	0.0	3.5	0.1	45.0
N/C(=N\OC(=O)c1cccnc1)c1ccc(Cl)cc1Cl	-0.2	-51.2	-1.2	-2.4
COC(=O)c1cc(S(=O)(=O)N2CCSC2)oc1C	0.0	6.0	0.2	20.1
COc1ccc(C(=O)Nc2cc(C)ccn2)cc1[N+](=O)[O-]	-0.1	-20.1	-0.3	13.5
CCCCNC(=O)c1cc2nc(-c3ccc(OC)cc3)cc(C(F)(F)F)n2n1	1.6	1.9	0.3	3.1
COCC(=O)Nc1ccccc1NC(C)=O	0.3	-0.5	-1.0	23.1
Cc1ccc(NC(=O)c2cc3cc(Br)ccc3oc2=O)c(C)c1	0.0	-10.8	-0.6	-12.6
O=c1c(-c2cccs2)[n+]([O-])c2ccccc2n1OCc1ccccc1[N+](=O)[O-]	0.0	-0.2	-0.2	20.8
Cc1nc(NCCCO)c2nnn(Cc3ccccc3)c2n1	0.9	-6.0	1.6	13.0
O=C(NCc1ccccn1)c1ccc(N2CCN(c3ccccn3)CC2)c([N+](=O)[O-])c1	-0.2	0.8	-0.7	-3.1
O=C1CC(C(=O)Nc2ccccc2)N=C(N2CCCCC2)N1 (centres undefined)	0.0	-14.6	-1.2	-9.0
Cc1ccc(-c2ccc(C3C(C#N)=C(N)OC4=C3C(=O)CC(C)(C)C4)o2)cc1 (centres undefined)	-0.2	-18.5	1.0	-5.4
COc1ccc(Br)cc1C(=O)N/C(=C\c1cccc([N+](=O)[O-])c1)C(=O)Nc1cc(C)cc(C)c1	0.6	6.6	0.7	2.7
Cc1ccccc1Oc1ccc(N2C(=O)C3CC=CC(C)C3C2=O)cc1 (centres undefined)	0.1	8.1	-0.4	16.0
N/C(Cc1ccc([N+](=O)[O-])cc1)=N\OC(=O)CCCc1ccccc1	0.0	4.0	0.4	13.3
CCCNc1nc(-c2csc3ccccc23)nc2c1ncn2CCN1CCCC1=O	0.1	6.7	0.4	-7.6
CC(C)C(=O)NCC(c1cccs1)N1CCc2ccccc21 (centres undefined)	-0.1	-2.2	-2.2	-1.0
CCOC(=O)N1CCN(C(=O)CNC(=O)Cn2cnc3sc(C)c(C)c3c2=O)CC1	-0.1	1.9	-0.2	-1.4
CCOc1ccc(Cl)cc1S(=O)(=O)N1CC(C)OC(C)C1 (centres undefined)	-0.1	7.3	-0.2	-1.6
CN(C)CC(C)(O)c1ccc2c(c1)CN(Cc1ccccc1-c1ccco1)CCO2 (centres undefined)	0.0	-4.0	0.8	2.4
Cc1ccc(CCNC(=O)CN(C)S(=O)(=O)c2cccc3cccnc23)cc1	0.1	4.0	-0.1	-12.0
COCCNc1ccc2ncc(-c3cccc(NC(C)=O)c3)n2n1	0.4	56.1*	0.5	6.4
Clc1ccc(C2CC(c3ccc(Br)cc3)Nc3ncnn32)cc1 (centres undefined)	0.0	-5.2	-0.5	16.4

Carrying on:
SMILES	FBW7 activator	TEAD-YAP inh	GPR151 ag	MITF primary
COc1cc(C(=O)Nc2nnc(C3=COCCO3)o2)cc(OC)c1OC	0.0	12.0	0.7	17.2
COc1ccc(N2C(=O)CSC2c2ccc(C(C)(C)C)cc2)cc1Cl (centres undefined)	0.0	-2.2	-0.4	11.2
O=C(C1CC2CCC1C2)N1CCN(Cc2ccc3c(c2)OCO3)CC1 (centres undefined)	0.1	0.3	0.3	4.0
Cc1ccc(S(=O)(=O)Nc2ccccc2C(=O)NC(C)C)cc1[N+](=O)[O-]	-0.3	-4.2	1.4	7.5
O=c1nc2[nH]c3ccccc3c2n[nH]1	0.4	-17.1	-1.2	-2.9
COc1cc(C(=O)N(Cc2ccccn2)c2nc3ccccc3s2)cc(OC)c1OC	0.0	-17.4	1.0	11.2
Cc1nn(C(=O)C(C)N2C(=O)c3ccccc3C2=O)c(C)c1Br (centres undefined)	-0.2	4.7	0.1	-15.7
Cc1ccc(N2C(N)=C(C#N)C(c3ccc4c(c3)OCO4)C3=C2CCCC3=O)cc1Cl (centres undefined)	0.1	-4.2	1.2	-4.6
Cn1ccc2cc(-c3ncc(C(=O)Nc4ccc(N5CCOCC5)cc4)s3)ccc21	0.0	24.6	-1.7	14.2
C/C(=N/NC(=O)c1cc2ccccc2cc1O)c1ccc(F)cc1	-0.1	-6.2	0.2	-2.8
CCCCN1C(=O)c2cccc3c(NC(=O)c4ccc(Cl)s4)ccc1c23	0.0	5.0	-1.7	-0.8
CCOc1ccc(C(=O)Oc2coc(CSc3nccc(C)n3)cc2=O)cc1	0.0	-2.2	-1.2	16.8
Cc1ccc(C(=O)N/C(=C\c2ccco2)C(=O)N2CC3CC(C2)c2cccc(=O)n2C3)cc1 (centres undefined)	0.0	-5.7	1.0	-3.8
O=C(Nc1ccncc1)NC1CCNCC1	0.3	-0.8	0.9	-5.3
CCCCN(C)CCN1C(=O)C2C(C(=O)Nc3cccc(Cl)c3)C3C=CC2(O3)C1C(=O)NC1CCCC(C)C1C (centres undefined)	0.0	-4.9	-0.3	11.1
CC1CCCCC12NC(=O)N(CC(=O)Nc1ccc(OC(F)F)cc1)C2=O (centres undefined)	0.1	-0.6	0.1	-3.7
COc1ccc(C(=O)C(OC(=O)CNC(=O)c2cccs2)c2ccccc2)cc1 (centres undefined)	0.2	14.1	0.7	8.0
Cc1ccc(F)c(CN[C@H]2C[C@H]3C(=O)N[C@@H](C)C(=O)N3C2)c1	0.0	12.4	0.4	2.6
COc1cccc(Oc2ccc(N)cc2)c1	-0.2	-21.4	0.6	-11.5
CC(=O)NCCc1nc2ccccc2n1CCCOc1cc(C)ccc1C(C)C	-0.1	27.4	3.9	-0.5
CC(=O)Oc1ccc(C(=O)Nc2ccc(Oc3ccc4c(c3)C(=O)NC4=O)cc2)cc1	0.0	8.9	-0.8	-3.2
O=S(=O)(Nc1cccc(C(F)(F)F)c1)c1cnc[nH]1	0.1	-8.0	-1.9	-4.8
S=c1n(CN2CCOCC2)nc(Nc2ccccc2)n1-c1ccccc1	-0.1	0.3	-0.1	-5.8
Cc1cc(C)cc(Oc2nc3c(C)cccn3c(=O)c2/C=C(\C#N)C(N)=O)c1	0.1	-0.1	2.6	18.6
Cn1c(=O)c2c(ncn2CCCNC2=NCCC2)n(C)c1=O	-0.2	-7.1	-0.4	1.3

Next section.
SMILES	FBW7 activator	TEAD-YAP inh	GPR151 ag	MITF primary
O=C1CCC(CCC(=O)N2CCCCC2c2cccnc2)(Cc2ccc3c(c2)OCO3)N1 (centres undefined)	0.2	-21.8	-0.7	-16.6
O=[N+]([O-])c1ccc(Cl)cc1Sc1nc2ccccc2[nH]1	0.0	-3.0	1.6	5.3
NC(=O)c1ccc(-c2ccc(C(=O)Nc3ccc(Oc4ccccc4)cc3)s2)cc1	0.2	1.1	0.2	16.0
CCN(CC)C(=O)c1cc([N+](=O)[O-])cc([N+](=O)[O-])c1N	-0.1	-4.7	-1.2	-16.4
O=C(COC(=O)c1cc(O)[nH]c(=O)c1)Nc1ccccc1C(=O)c1ccccc1	0.1	14.9	-0.5	5.8
O=C(CCCN1C(=O)CCC1=O)Nc1ccc(Br)cc1F	-0.2	-11.1	1.0	-0.4
CCC(CC)C(=O)Nc1cccc(C(=O)Nc2ccc3c(c2)OCO3)c1	0.0	-57.2	0.5	7.4
Nc1nc(-c2cccs2)nc2nc[nH]c12	-0.1	5.7	-1.9	-2.4
Cn1ccnc1SCc1cn2ccsc2n1	0.3	-51.2	0.3	0.8
CCOC(=O)c1ccc(NCCc2ccc(Cl)cc2)c([N+](=O)[O-])c1	0.3	0.5	-1.2	16.6
c1cc(-c2csc(Nc3nc4cc5c(cc4s3)OCO5)n2)ccn1	0.8	-12.4	0.2	12.0
Cc1ccc(NC(=O)c2cc(-c3ccccc3)n[nH]2)cc1	0.2	-34.1	0.7	-11.2
CCOC(=O)C1=C(C)N=c2s/c(=C\c3ccc(OCc4ccccc4Cl)c(OC)c3)c(=O)n2C1c1ccc(OC)c(OC)c1 (centres undefined)	0.2	8.0	-0.6	6.6
CC(=O)C1=C(O)C(=O)N(c2ccc(Br)cn2)C1c1cccc([N+](=O)[O-])c1 (centres undefined)	0.5	-9.5	-2.0	11.5
Cc1ccc(CNC(=O)CC2Oc3ccc(Cl)cc3NC2=O)cc1 (centres undefined)	0.0	-11.5	0.5	4.4
Nn1c(SCC(=O)Nc2ccc(C(F)(F)F)cc2)nncc1=O	-0.2	7.9	1.1	-10.3
O=C(CN1CCC(n2nnc3cc(C(F)(F)F)ccc32)CC1)NCCc1ccccc1	-0.3	-1.9	-0.3	-11.3
CC1CCCCN1C(=O)c1c[nH]c2ccc(S(=O)(=O)N(C)c3ccc(Br)cc3)cc2c1=O (centres undefined)	-0.1	1.7	-0.1	2.5
CC12CC(=O)OC1Oc1c2c(=O)oc2ccccc12 (centres undefined)	0.1	14.6	0.3	-21.7
CC1(C)CC(=O)C2=C(C1)OC1=C(C(=O)CC(C)(C)C1)C2c1ccc(OCc2ccc(Cl)cc2Cl)cc1	0.1	-6.5	-0.5	4.1
COc1cc(OC)nc(NC(=O)Nc2ccc(Cl)c(Cl)c2)n1	0.2	5.4	1.6	22.3
CCCOc1c(Br)cc(/C=C2\NC(=S)NC2=O)cc1OCC	0.1	1.3	-0.2	0.9
COc1ccc(-n2nc(C(=O)NCC(=O)NCCCN3CCOCC3)c3ccccc3c2=O)cc1Cl	-0.1	10.3	0.0	5.1

Compounds shown so far containing a tert-butyl group:
SMILES	FBW7 activator	TEAD-YAP inh	GPR151 ag	MITF primary
CC(C)(C)OC(=O)N1C2C=CC(C2)C1C(=O)c1ccccc1 (centres undefined)	0.0	4.6	-0.9	-4.5
COc1ccc(N2C(=O)CSC2c2ccc(C(C)(C)C)cc2)cc1Cl (centres undefined)	0.0	-2.2	-0.4	11.2

Bioassay records as filed in PubChem.
